# MLL CXXC-DNA inh – MLL CXXC-DNA interaction inhibition. Q03164. 290,000 compounds, 0.037% hits. MLL-CXXC / FITC-HOXA9 DNA fluorescence polarization. Potency, µM (top dose mostly 115 µM), for the others: at the top dose activity change, negative = inhibition, actives largely listed as inhibitors. AID 2662; active = well fitted inhibition curve with a large enough effect in the polarisation, with a control signal flat, not every such curve was filed as active; inconclusive = small, poorly fitted or top-dose-only effect, or effect the other way, or a change in a side signal; inactive = no such curve, though single readings can be large or run the other way; the % refers to the polarisation
#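 Steps: dispense CXXC domain solution (7 uM) → pin compounds or unlabeled HOX-A9 DNA control → 5 min ambient → add FLSN-HOX-A9 solution (50 nM) → spin → 30 min ambient → fluorescence polarization. Tris pH 7.5/NaCl/DTT/BSA buffer.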
# NPC1 prom act – NPC1 promoter activation. Huh7 NPC1 promoter luciferase reporter, 24 h. Potency, µM (top dose mostly 9.22 µM), for the others: top-dose activation, hits mostly activators. 320,000 compounds, 2.4% hits. AID 485313;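 note: % of control where 0% means no effect; nearly all actives have a fitted effect of over 60% in size; reporter is driven by a mutant NPC1 promoter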
#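 Readout is luciferase luminescence, reflecting NPC1 promoter activation in stably transfected Huh7 cells after 24 h compound exposure at 37 °C in reduced-serum medium with 10% FBS.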
# p53 reactivation – mutant p53 re-activation in reporter cells. Potency, µM (titrated, usually from 92.2 µM), for the others: at the top dose activity change, positive = activation, usual class: activators. H1299 p53-A138V BP100-luciferase reporter, luminescence, 24 h. AID 504706. 320,000 compounds, 0.063% hits; note: % of control where 0% means no effect; nearly all actives have a fitted effect of over 45% in size
#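 p53-null H1299 cells stably carrying temperature-sensitive p53-A138V and a BP100-luciferase reporter were pinned with compounds (4-point, 1:5 series) and held 24 hrs at 37 deg C. Luminescence was read 10 min after detection reagent.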
# BRCA1 expr act – activators of BRCA1 expression; 380,000 compounds, 1.1% hits; Potency, µM (doses to about 46.1 µM), without a hit: at the highest dose activation, hits mostly activators; AID 624202; MCF7-BRCA1-FFLuc reporter, luminescence, 48 h; response scale: scaled: vehicle 0%, 10 µM genistein 100%; note: nearly all actives have a fitted effect of over 80% in size; some results filed as inactive show a strong effect at the top dose
#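 MCF7-BRCA1-FFLuc cells, 2000/well in phenol-red-free MEM, attached 2 h then treated 48 h at 37 C. Luciferase luminescence read 15 min after reagent; normalized to genistein maximum activation (10microM) and DMSO, concentration-response fitted.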
# FLuc modulator – counter-screen for miR-21 project: firefly luciferase inhibitors or activators; purified FLuc, Km substrates, luminescence inhibition; Potency, µM (series often up to 57.5 µM), inactives show at the highest dose activity change, negative = inhibition, usual class: inhibitors; 360,000 compounds, 6.9% hits; AID 588342;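 note: plate controls were vehicle for no effect and reference inhibitor for full effect; nearly all actives have a fitted effect of over 55% in size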
# Target sequence (P08659 whole entry, looked up): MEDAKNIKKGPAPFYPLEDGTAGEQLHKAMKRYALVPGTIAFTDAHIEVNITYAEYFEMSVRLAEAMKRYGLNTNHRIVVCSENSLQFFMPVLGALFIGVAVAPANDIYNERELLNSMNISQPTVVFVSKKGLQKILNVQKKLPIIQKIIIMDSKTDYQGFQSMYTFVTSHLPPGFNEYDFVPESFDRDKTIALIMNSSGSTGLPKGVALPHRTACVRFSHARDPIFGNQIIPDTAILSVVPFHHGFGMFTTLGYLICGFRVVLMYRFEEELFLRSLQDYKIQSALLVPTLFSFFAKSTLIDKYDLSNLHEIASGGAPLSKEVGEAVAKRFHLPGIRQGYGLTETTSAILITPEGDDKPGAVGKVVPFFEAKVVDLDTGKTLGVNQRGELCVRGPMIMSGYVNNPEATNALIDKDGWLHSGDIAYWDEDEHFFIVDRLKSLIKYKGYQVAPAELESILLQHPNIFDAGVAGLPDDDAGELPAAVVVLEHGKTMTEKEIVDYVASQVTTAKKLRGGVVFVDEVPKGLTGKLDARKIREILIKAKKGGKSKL
#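 Purified P. pyralis luciferase, 10 nM final, with Km-level 10 uM D-luciferin and 10 uM ATP in 50 mM Tris acetate pH 7.5, 10 mM Mg acetate, 0.01% Tween-20, 0.05% BSA; 6-point qHTS titration about 60 µM downward; luminescence read.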
# MBNL1-CUG inh – MBNL1-poly(CUG) RNA binding inhibition | AID 2675 | Potency, µM (top dose mostly 57.5 µM), for inactives: top-dose activity change, negative = inhibition, most hits filed as inhibitors | TR-FRET MBNL1-His/biotin-(CUG)12 binding, 665/545 ratio | 280,000 compounds, 0.036% hits; active = well fitted inhibition curve with a large enough effect in the signal ratio, with a control signal flat, not every such curve was filed as active; inconclusive = small, poorly fitted or top-dose-only effect, or effect the other way, or a change in a side signal; inactive = no such curve, though single readings can be large or run the other way; the % refers to the signal ratio; note: % is set by controls: 0 for no effect and ±100 for the full control effect
#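 Compound titration spanned 92 nM–58 uM against the MBNL1-His/biotin-(CUG)12 complex. After 60 min at room temperature with 5 nM streptavidin-XL665 and 0.055 ng/ul terbium anti-His, ratiometric 665/545 nm emission (Ex 340 nm) normalized to controls.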
# Gal4-VP16 FLuc – counter-screen for ROR gamma inhibitors: Gal4-VP16 reporter | 310,000 compounds, 3.5% hits | Potency, µM (series often up to 53.6 µM), inactives show top-dose activity, negative = inhibition, hits mostly inhibitors | AID 2546 | Drosophila S2 Gal4-VP16 UAS-luciferase, luminescence, 20 h;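 note: Gal4-VP16 expression switched on by copper sulfate through the metallothionein promoter; % is set by controls: 0 for no effect and ±100 for the full control effect; nearly all actives have a fitted effect of over 50% in size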
# uPA surface inh – cell surface uPA generation inhibition; cell surface uPA generation assay, qHTS; Potency, µM (highest dose often 38.3 µM), inactives show top-dose activity change, negative = inhibition, actives largely listed as inhibitors; 330,000 compounds, 0.31% hits; active = well fitted inhibition curve with a large enough effect; inconclusive = small, poorly fitted or top-dose-only effect; inactive = no such curve, though single readings can be large or run the other way; tested in mouse RAW 264.7 cells; note: % is set by controls: 0 for no effect and ±100 for the full control effect; nearly all actives have a fitted effect of over 55% in size
# RORgamma inh – ROR gamma (mouse) transcription inhibition; Drosophila S2 Gal4-RORgamma UAS-luciferase reporter, 20 h; Potency, µM (titrated, usually from 53.6 µM), for inactives: at the top dose activity change, negative = inhibition, actives largely listed as inhibitors; 310,000 compounds, 5.4% hits; P51450; note: % is set by controls: 0 for no effect and ±100 for the full control effect; nearly all actives have a fitted effect of over 60% in size
# Target sequence (P51450 whole entry, looked up, the tested form may be a part): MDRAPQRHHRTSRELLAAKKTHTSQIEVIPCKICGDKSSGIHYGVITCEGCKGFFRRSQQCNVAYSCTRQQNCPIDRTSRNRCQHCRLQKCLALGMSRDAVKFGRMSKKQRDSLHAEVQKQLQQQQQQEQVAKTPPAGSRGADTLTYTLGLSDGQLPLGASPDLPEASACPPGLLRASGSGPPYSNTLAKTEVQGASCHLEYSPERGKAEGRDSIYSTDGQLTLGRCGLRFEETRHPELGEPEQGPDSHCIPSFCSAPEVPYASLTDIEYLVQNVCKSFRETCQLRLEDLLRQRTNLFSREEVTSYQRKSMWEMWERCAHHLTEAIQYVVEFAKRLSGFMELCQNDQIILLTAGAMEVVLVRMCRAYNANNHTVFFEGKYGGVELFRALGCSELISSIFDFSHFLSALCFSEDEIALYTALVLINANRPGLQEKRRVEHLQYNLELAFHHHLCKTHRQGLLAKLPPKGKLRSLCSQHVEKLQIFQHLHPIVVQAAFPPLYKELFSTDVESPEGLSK
#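 Luciferase reporter read in Schneider cells carrying Gal4-RORγ (mouse) and UAS-Photinus luciferase; cells given compound 1 h before 700 uM copper sulfate induction, then incubated 20 h at ambient temperature.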
# ELG1 genotoxic – inducers of genotoxicity in HEK293T ELG1-luciferase cells; 330,000 compounds, 1.3% hits; HEK293T ELG1-luciferase reporter, luminescence, 16 h; Potency, µM (titrated, usually from 46 µM), without a hit: at the highest dose activity change, positive = activation, most hits filed as activators; note: % of control where 0% means no effect; nearly all actives have a fitted effect of over 60% in size
#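 ELG1-luciferase HEK293T cells, 2,000/well; compound pinned in; 16 hr, 37 °C, 5% CO2; ONE-Glo, 30 min RT; luminescence on CCD imager.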
# Rab9 prom act – activators of Rab9 promoter. Huh7 Rab9 promoter-luciferase reporter, luminescence, 24 h. Potency, µM (series often up to 9.22 µM), for inactives: at the highest dose activation, negative = inhibition, hits mostly activators. 320,000 compounds, 2.8% hits; note: % of control where 0% means no effect; nearly all actives have a fitted effect of over 60% in size
#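 Measured in stably transfected Huh7 cells bearing a Rab9 promoter–luciferase construct: 24 h compound treatment at 37 °C, followed by luminescence detection.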
# * hit, by the source's call; ? = inconclusive; . = no result given; & = joins results of further samples; [ ] = remark or other dose. Unless noted, calls come from the whole dose curve; as a rule, active = well fitted curve in the direction sought with a large enough effect; inconclusive = small, poorly fitted or top-dose-only effect, or another doubt; inactive = no such curve, though single readings can be large; an effect the other way counts as inactive or inconclusive. Potency is the fitted concentration of half-maximal effect.
SMILES,MLL CXXC-DNA inh,NPC1 prom act,p53 reactivation,BRCA1 expr act,FLuc modulator,MBNL1-CUG inh,Gal4-VP16 FLuc,uPA surface inh,RORgamma inh,ELG1 genotoxic,Rab9 prom act
Cc1ccc(C(NC(=O)C(C)C)c2cc([N+](=O)[O-])c3cccnc3c2O)cc1 (stereo not given),-2%,-3%,?,-72%,?,3%,?,-10%,2.2µM*,0%,0%
CCOC(=O)CNC(=S)N(Cc1cccs1)C1CCCC1,13%,-2%,-8%,-17%,4%,-3%,-6%,3%,-17%,0%,-4%
COc1ccc(CNC(=O)Cn2ccc(N)nc2=O)cc1,.,-2%,5%,5%,-5%,.,.,-1%,.,1%,-6%
Cc1ccc(C(=O)N2CCCCCC2)cc1Br,-2%,0%,?,23%,0%,3%,20%,10%,35%,14%,-5%
O=S(=O)(NC1CCCCC1)c1ccc(Br)s1,8%,2%,?,-24%,-2%,4%,-11%,-1%,1%,2%,0%
CCN(C(C)=O)N(CC)c1nc(Cl)nc(NC(C)C)n1,8%,1%,-10%,-1%,2%,-13%,-3%,-17%,-4%,3%,-3%
Clc1ccc(-c2cc(CSc3cccc(Cl)c3)on2)cc1,-4%,1%,3%,39%,?,-2%,9%,5%,38%,10%,-3%
COc1ccccc1N1CCN(S(=O)(=O)c2ccc3c4c(cccc24)C(=O)N3)CC1,2%,3%,-6%,-11%,1%,?,0%,-6%,16%,-2%,-3%
O=C(NCc1ccccc1)C(c1ccco1)N(C(=O)c1csnn1)c1ccccc1F (stereo not given),1%,-3%,-2%,-15%,-1%,-3%,?,4%,1%,-3%,0%
CC(C)=CCN1CCN(Cc2cc(CC(C)C)n[nH]2)CC1CCO (stereo not given),-12%,5%,3%,-11%,1%,-17%,1%,-4%,-3%,-4%,-3%
CC(C)(C)c1cc(C(C)(C)C)cc(S(=O)(=O)CCc2ccccn2)c1,-19%,1%,1%,-28%,0%,5%,-19%,3%,11µM*,-4%,9%
O=C(CSc1nc2ccccc2o1)NCc1ccco1,1%,-3%,-2%,8%,2%,2%,-2%,0%,-15%,-2%,4%
NC(=O)c1cc(N=Nc2c(N)[nH]n(-c3c(Cl)cc(Cl)cc3Cl)c2=O)ccc1Cl,-5%,-1%,21%,-16%,-20%,0%,-2%,0%,-4%,-2%,-2%
Cn1c(=O)c2c(nc(N3CCOCC3)n2CCc2ccccc2)n(C)c1=O,-2%,-6%,?,-8%,-2%,-14%,-1%,-8%,-12%,-1%,-6%
Cc1ccccc1Nc1nc(N)nc(COC(=O)c2cccc(S(=O)(=O)N(C)C)c2)n1,-2%,-4%,-13%,-8%,-4%,-5%,1%,-11%,-8%,2%,-11%
CCNC(=O)NC(=O)C(C)OC(=O)c1cccn1C (stereo not given),-2%,-4%,2%,-6%,-3%,-6%,3%,13%,14%,2%,6%
CCO[C@H]1OC(C(=O)O)=C[C@@H](c2csc3ccccc23)[C@@H]1CCCO,-15%,0%,8%,0%,0%,-15%,3%,7%,-14%,4%,12%
CN(Cc1ccccc1)C(=O)c1[nH]cnc1C(=O)Nc1nccs1,.,1%,6%,41%,?,.,.,-5%,.,6%,-2%
Cc1ccc(C)c(OCCN2CCOCC2)c1,1%,-7%,.,0%,0%,2%,.,19%,.,3%,7%
Cc1ccc(C(=O)CSc2nc(C(C)C)nc3ccccc23)cc1,?,-9%,11%,13%,?,23%,6%,1%,?,-6%,-1%
Cc1ccc(N=C2c3ccccc3C(=O)C2[N+](=O)[O-])cc1C (stereo not given),2%,1%,4%,10%,?,?,?,1%,2%,5%,2%
Cc1ccc(NC(=O)Cc2ccc(F)cc2)cc1,-1%,18%,12%,?,?,-8%,18%,-2%,?,26%,23%
Nc1nnc(Cc2ccc(F)cc2)s1,-2%,-3%,0%,0%,-1%,-13%,0%,-5%,21%,0%,-9%
COCCNC(=O)CN1C(=O)COc2ccc(S(=O)(=O)N3CCCCCC3)cc21,6%,0%,-8%,5%&14%,-5%&-1%,-5%,7%,-1%,-9%,0%,-2%
O=C(NCCN1CCOCC1)c1cc(=O)[nH]c2ccc(Br)cc12,-23%,-2%,-17%,0%,2%,-5%,-1%,3%,-2%,1%,-4%
COc1ccc(C2/C=C\CN(C(=O)NC34CC5CC(CC(C5)C3)C4)CC(=O)N2Cc2ccc(F)cc2)cc1 (stereo not given),4%,-9%,9%,-17%,1%,-4%,-10%&-2%,6%,7%&2%,-5%,-10%
Cc1cccc(C)c1OCc1cc(C(=O)N2CCN(Cc3nccn3C)CC2)no1,8%,-1%,6%,31%,1%,-5%,-5%,3%,-10%,2%,-2%
CCCCN(C)CCCNC(=O)c1cn(C)c2ccc(S(=O)(=O)N(C)C3CCCCC3)cc2c1=O,3%,9%,6%,-10%,2%,2%,-6%,-14%,2%,2%,0%
CCOC(=O)c1sc(N(Cc2ccccc2)C(=O)COC(=O)c2cnccn2)nc1C,5%,0%,-2%,81%,5%,2%,-4%,-3%,28%,9%,20%
CCOC(=O)c1ccc(N(CC(=O)NC2CCCC2)C(=O)CNC(=O)c2ccco2)cc1,20%,0%,7%,47%,-1%,1%,.,2%,34%[0.365 µM],-5%,-3%
COc1cccc(CNCC(=O)Nc2ccc(N3CCOCC3)cc2)c1,-1%,-4%,12%,2%,-1%,3%,2%,8%,12%,-1%,0%
CCN(CC)c1ccc2cc(-c3nc(-c4ccc(OC)cc4)cs3)c(=O)oc2c1,?,8%,5%,-13%,?,7%,17%,6%,?,1%,7%
COc1cccc(OC)c1C(=O)OCC(=O)N1CC(C)CC(C)C1 (stereo not given),.,0%,-6%,-9%,1%,.,.,4%,.,1%,1%
O=C(CN(Cc1ccccc1F)C(=O)c1csnn1)NC1CCCCC1,1%,0%,-4%,-20%,2%,-1%,-11%,-12%,-1%,0%,-3%
Cc1noc(C)c1S(=O)(=O)Nc1ccc(C(=O)N2CCCCC2)cc1,8%,0%,1%,4%,0%,-2%,-10%,-1%,-1%,6%,-4%
CCSc1nnc(NC(=O)c2nn(C(C)C)c(=O)c3ccccc23)s1,-3%,0%,-7%,-3%,1%,-5%,?,0%,?,-4%,-1%
O=C1C=C(c2cc(Cl)cc(Cl)c2)C[C@@H](c2ccc(F)cc2)C1,.,4%,14%,-10%,1%,.,.,-28%,.,-2%,-1%
COC(=O)c1ccccc1Oc1ccc(NC(=O)CCCl)cc1,13%,1%,-2%,7%,-11%,?,-3%,16%,5%,0%,-2%
COc1ccc(OC)c(-c2csc(NC(=O)COC(=O)c3ccc(NC(=O)CC#N)cc3)n2)c1,.,-1%,-2%,1%,-11%,.,.,9%,.,1%,-6%
O=C(c1ccccn1)N1N=C2/C(=C/c3ccccc3)CCCC2C1c1ccccc1 (stereo not given),7%,-3%,-7%,-59%,9%,3%,4%,3%,3%,-4%,-3%
COc1ccc(NC(=O)Nc2cccc(Cl)c2Cl)c(OC)n1,-11%,1%,4%,14%,0%,-14%,-8%,-1%,-13%,12%,14%
Cc1cc(NC(=O)c2ccc(Br)o2)ccc1NC(=O)c1ccco1,9%,9%,11%,48%,?,-14%,17%,-3%,45%,?,17%
CCSc1nnc(NC(=O)c2cccs2)s1,4%,?,18%,83%,19µM*,-3%,?,.,-34%,-15%,?
C=C(c1ccc(OC)cc1)c1ccc(OC)cc1,2%,-1%,11%,-28%,-4%,-2%,8%,-1%,39%,?,-6%
CCOC(=O)c1c(C)cc(C)[nH]c1=O,-4%,-5%,-1%,13%,-4%,-4%,-1%,4%,0%,-1%,-5%
COc1ccc2[nH]cc(CCNC(=O)c3ccco3)c2c1,.,9%,9%,-5%,-14%,.,.,-18%,.,5%,0%
CCn1c(COc2cccc(C)c2)nc2ccccc21,11%,0%,9%,26%,?,?,?,-9%,10µM*,-1%,-3%
C/C(=N\Nc1ccc([N+](=O)[O-])cc1)c1ccc(-n2nncc2C)cc1,3%,-3%,-8%,-48%,-14%,?,2%,-15%,?,-4%,-7%
Cc1ccccc1NC(=O)COc1nsnc1N1CCOCC1,8%,2%,10%,-10%,-2%,2%,4%,0%,13%,-5%,3%

# Bioassay records (PubChem BioAssay)

# These rows are one share of the data; rates above refer to the full screens.
